# Assay outcomes from PubChem BioAssay.
# NFkB transloc inh – inhibitors of IL-1B driven NFkB p65 nuclear import, primary screen, imaging, HUVEC, IL-1B stimulus, high-content imaging. HUVEC IL-1B NFkB p65 nuclear translocation imaging. AID 796, 2007. 94,000 compounds, 0.43% hits. inhibition, % at 2 µM;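 active means inhibition above about 30% together with a positive call from visual inspection of the well image, limit read from the data; inconclusive means inhibition above a set limit but visual check negative; inactive means inhibition not above a set limit, visual check negative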;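 further: nuclear over cytoplasmic p65 intensity ratio measured by imaging; 0% = IL-1B stimulated DMSO wells and 100% = unstimulated DMSO wells; values of inactives mirror those of a sister screen read the other way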
# MRP reversal – reversal of MRP1-mediated doxorubicin resistance, primary screen, H69AR cells, doxorubicin co-treatment; H69AR cells + 2 uM doxorubicin, CellTiter-Glo, 72 h; differential viability (reversal), % at 10 µM; 85,000 compounds, 0.04% hits; AID 602, 2007;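 active means viability drop by adding the cancer drug above about 55%, with treated viability meeting a 40% cutoff, limit read from the data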;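 further: viability without doxorubicin minus viability with 2 µM doxorubicin for each compound; larger differential means the compound sensitizes cells more to doxorubicin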
# IL1B NFkB pot – enhancers of NFkB p65 translocation in HUVEC – imaging, IL-1B stimulus, high-content imaging, primary screen; HUVEC IL-1B NFkB p65 nuclear translocation imaging; activation, % at 2 µM; 94,000 compounds, 0.3% hits;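 active means activation above 40%, about the mean plus 3 SD, also judged a hit on visual image review; inconclusive means activation above 40% but not a hit on visual review; inactive means activation not above 40% and no visual hit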;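 further: percent activation is computed from the nuclear over cytoplasmic p65 intensity ratio; values of inactives mirror those of a sister screen read the other way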
# Bcl-B TR3 displacers – displacers of TR3 peptide from Bcl-B, primary screen, selectivity assay for Bfl-1 inhibitor project, biochemical, fluorescence polarization. 96,000 compounds, 0.11% hits. Bcl-2-like protein 10 (Homo sapiens). FP displacement of FITC-TR3 peptide from Bcl-B; higher % means a stronger effect. displacement, % at 20 µM, or IC50 in µM where a hit was titrated. AID 748, 2007;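 active means displacement above 50% at 20 µM plus a fluorescence interference ratio under 1.5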;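 further: plate controls were wells without compound for no effect and wells lacking Bcl-B protein for full effect; a part of the inactive calls stands beside numbers as strong as those of hits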
# PLAP inhibitors HTS – PLAP enzyme inhibitors, biochemical, luminescence, HTS (AID 690); purified PLAP, luminescent substrate; higher % means a stronger effect; inhibition, % at 20 µM, or IC50 in µM where a hit was titrated; 96,000 compounds, 0.08% hits; Alkaline phosphatase, placental type (Homo sapiens); in the data active means a potency from the dose series; inactive means the rest, 99 in 100 with inhibition below about 30%; further: strong numbers were not always called active
# MRP reversal cytotoxicity – second read-out of MRP reversal, no call of its own (marks repeat the call); viability, %; H69AR cells, CellTiter-Glo, 72 h; measured here: cytotoxicity without doxorubicin
# MRP reversal with doxorubicin – further read-out of MRP reversal, marked with its call; viability, %; measured here: viability with 2 uM doxorubicin; stronger effect = lower value
# NFkB transloc inh cell count 2 µM – recorded beside NFkB transloc inh, whose call it bears; cell count; measured here: cells passing quality filter;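 raw number of nuclei counted in each imaged well without normalization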
# IL1B NFkB pot cell count 2 µM – also measured in IL1B NFkB pot; calls as there; cell count; measured here: cells passing quality filter
# * = called active by the depositor; ? = inconclusive; nt = no result given; & = joins results of further samples. Only part of the results is shown; count on the stated rates, not on these rows.
SMILES,NFkB transloc inh,NFkB transloc inh cell count 2 µM,MRP reversal,MRP reversal cytotoxicity,MRP reversal with doxorubicin,IL1B NFkB pot,IL1B NFkB pot cell count 2 µM,Bcl-B TR3 displacers,PLAP inhibitors HTS
O=c1[nH]c(=O)n(CCC2=CCCCC2)c(O)c1C=NCc1cccnc1,8,128,18,98,79,-8,128,4%,-7%
COc1ccccc1-n1c(O)c(C=Nc2c(C)n(C)n(-c3ccccc3)c2=O)c(=O)[nH]c1=O,nt,nt,-10,102,112,nt,nt,-11%,-16%
CCOC(=O)C1=C(C)OC(N)=C(C#N)C12C(=O)Nc1ccc(C)cc12 (stereo unspecified),-11,174,14,92,78,11,174,-3%,-40%
CCCCN1CCC(C#N)(Nc2ccccc2)CC1,-24,129,-2,104,106,24,129,-8%,-16%
CCCCCCn1c(=O)c(C(=O)Nc2ccncc2)c(O)c2ccccc21,nt,nt,-7,12,18,nt,nt,-8%,4%
CC1(C)COC(Nc2cccc(Cl)c2)=N1,-21,167,-19,87,105,21,167,0%,15%
Cc1ccc(Cn2nnnc2CN2CCC(n3nnc4ccccc43)CC2)cc1,nt,nt,-22,65,87,nt,nt,9%,-48%
O=P(O)(O)C#Cc1ccccc1,nt,nt,-4,81,85,nt,nt,-8%,-35%
CC[N+](CC)(CC)CCCCCCCCCC[N+](CC)(CC)CC,-22,162,1,94,94,22,162,-7%,31%
O=C1NC(=O)C(CCc2ccncc2)(c2ccccc2)C(=O)N1,6,144,nt,nt,nt,-6,144,4%,4%
CC(=O)OC1(c2ccccc2)CCN(C)C2CCCCC21 (stereo unspecified),nt,nt,-8,90,98,nt,nt,-6%,-28%
Cc1cccc(N2CCc3c2nc2ccccc2c3N)c1,-10&-12,188&75,-12&-12,66&34,79&46,10&12,188&75,-2%&19%,49%&-37%
CCCCCCn1c(N)c(C(=O)NCCN2CCOCC2)c2nc3ccccc3nc21,-9,175,0,1,2,9,175,-4%,-89%
CC(C)n1cc(C(=O)N(CC(=O)NC(C)(C)C)Cc2ccccc2)cn1,-1,98,-8,99,107,1,98,nt,nt
COc1cc(Br)cc(CN2CCN(C)CC2)c1O,-15,56,5,93,88,15,56,-2%,-22%
CCCC[n+]1cc(/N=C(\[O-])OC)on1,-31,75,-4,96,99,34,75,-8%,14%
CCCCOc1ccc(CN2CCN(CC)CC2)cc1,6,163,5,89,84,-7,163,7%,10%
CC(=O)Nc1ccc(S(=O)(=O)NC(CC(=O)N2CCC3(CC2)OCCO3)C(C)C)cc1 (stereo unspecified),nt,nt,12,96,84,nt,nt,-12%,10%
Cc1cccnc1-n1c(-c2ccccc2)nc2ccccc2c1=O,-5,148,nt,nt,nt,5,148,12%,5%
Cc1ccc(C(=O)n2cc(CCN3CCS(=O)(=O)CC3)c3ccccc32)cc1,-1,180,nt,nt,nt,1,180,14%,-18%
COc1ccc2c(c1)c(C(=O)CN1CCN(C)CC1)c(C)n2Cc1ccccc1,0,66,-16,72,88,0,66,-6%,-70%
CCCCn1c(O)c(C=NC2CCCCC2N)c(=O)[nH]c1=O (stereo unspecified),99*,25*,7,97,90,-99,25,-1%,-53%
COc1ccc(CCn2c(O)c(C=NCCCN(C)C)c(=O)[nH]c2=O)cc1OC,-16,124,-2,78,80,16,124,-10%,10%
CCC(COC(=O)NC)NC(=O)Oc1ccccc1 (stereo unspecified),-24,56,-10,94,104,24,56,0%,5%
O=C1C2CCN(CC2)C1Cc1ccc(OCCOc2ccccc2)cc1 (stereo unspecified),-4,139,-16,70,86,4,139,2%,-39%
Cc1ccc(C(=O)C2CN(C)CC2C(=O)c2ccc(C)cc2)cc1 (stereo unspecified),1,134,nt,nt,nt,-1,134,8%,-44%
OCC12CO[C@@H]3c4ccccc4[C@H](OC1)N32 (stereo partly specified),-17,182,3,96,93,17,182,6%,-2%
C[N+]12CN3CN(CN(C3)C1)C2,-26,92,nt,nt,nt,26,92,-6%,5%
O=C(CN1C(=O)CN=C(c2ccccc2Cl)c2cc(Cl)ccc21)NCc1ccco1,8,92,-7,58,65,-8,92,-5%,-2%
CCN1CCN(Cc2nnnn2C(C)(C)C)CC1,-2,92,-6,91,96,1,92,-13%,-1%
O=C(N/N=C1/CN2CCC1CC2)c1cc2ccccc2cc1O,1,154,-7,37,45,-1,154,21%,-8%
CNP1(NC)=Nc2nn(-c3ccccc3)c(N)c2C(c2ccccc2)=N1,-13,197,-6,85,90,13,197,4%,25%
CCOC(=O)C1SC2(C(F)(F)C(F)F)CC1(O)c1c(c(OC)c3occc3c1OC)O2 (stereo unspecified),6,117,nt,nt,nt,-6,117,3%,0%
CCSc1nnc(C(N)Cc2ccccc2)o1 (stereo unspecified),1,148,30,101,72,-1,148,-4%,0%
O=C1CCCN1C(=O)c1cncc(Br)c1,-14,172,-2,90,92,14,172,-12%,14%
CC(=O)C1C(=O)NC23CCCCC2C1c1ccccc1O3 (stereo unspecified),-6,144,13,88,75,6,144,-4%,16%
C=CCn1c(O)c(C(C)=NCCC2=CCCCC2)c(=O)[nH]c1=O,8,108,-7,73,81,-8,108,8%,6%
CCCc1nc2ccccc2c(=O)n1-c1ccc(OC)cc1,-2,171,-5,77,82,2,171,4%,-10%
COc1ccc(C(=O)C2(C)N(O)C(C)C(c3cccs3)=[N+]2[O-])cc1 (stereo unspecified),9,119,nt,nt,nt,-9,119,-6%,9%
Cc1cc(C)nc(-n2c(C)nc3cc(Cl)ccc3c2=O)c1,1,167,-2,84,86,-1,167,-13%,10%
C=CCn1c(O)c(C(CC)=Nc2ccc(N(CC)CC)cc2)c(=O)[nH]c1=O,-4,108,nt,nt,nt,4,108,10%,7%
O=C(NCc1ccccn1)c1ccccc1Cl,0,164,2,91,89,0,164,-1%,-5%
CC/C(=C\C=C\[C@@H]1C=C[C@@H]2CCC[C@H]2[C@@H]1C(=O)c1ccc[nH]1)[C@@H]1O[C@@H]([C@@H](C)C(=O)O)CC[C@@H]1C,-8,138,4,15,11,8,138,nt,nt
COc1ccc(CC[n+]2cc(/N=C(\C)[O-])on2)cc1OC,-12,145,-16,81,97,12,145,nt,nt
O=C(CNS(=O)(=O)c1cccs1)N1CCC2(CC1)OCCO2,-42,194,-1,93,94,?,nt,8%,-4%
Cc1ccc(-n2c(-c3cccs3)nc3ccccc3c2=O)cc1,1,113,nt,nt,nt,-1,113,-16%,-9%
O=C(c1cc2c(s1)-c1ccccc1OC2)N1CCC2(CC1)OCCO2,-5,122,nt,nt,nt,5,122,1%,-56%
CCS(=O)(=O)N1CCC(C(=O)N2CCC3(CC2)OCCO3)CC1,-19,144,15,104,89,19,144,-1%,8%
OC(c1ccccc1)(c1ccccc1)C1CCNCC1,-16,115,6,95,88,16,115,4%,29%
Cc1ccccc1-n1c(O)c(C=Nc2ccc(N(C)C)cc2)c(=O)[nH]c1=O,-2,190,-14,44,58,2,190,-105%,12%
CCN(CC)C(=O)c1ccc(NC(=O)c2cc(-n3cnnc3)ccc2Cl)cc1,12,108,7,97,90,-12,108,-9%,-20%
C[C@]12CCC(=O)C=C1CCC1C2CC[C@@]2(C)C1CC[C@@]2(O)CC#N (stereo partly specified),nt,nt,13,93,79,nt,nt,-9%,10%
Cn1c(O)c(C(c2ccncc2)c2c(O)n(C)c(=S)n(C)c2=O)c(=O)n(C)c1=S,5,157,14,106,93,-5,157,-2%,-6%
O=C(c1cc(-c2ccc(Cl)cc2)n(-c2ccc(Cl)cc2Cl)n1)N1CCOCC1,-3,153,nt,nt,nt,3,153,-2%,-16%
CCOc1cc(C(=O)N2CCC3(CC2)OCCO3)cc(OCC)c1OCC,-26,117,10,96,86,27,117,2%,-46%
Cc1ccc(C2(O)CCN3CCCCC32)cc1 (stereo unspecified),-36,82,8,92,84,36,82,-3%,-14%
CCC(=NCCCO)c1c(O)n(-c2ccc(OC)cc2)c(=O)[nH]c1=O,0,158,2,88,85,0,158,-2%,5%
CCOC(=O)c1c(-n2c(C)cc(C=C3C(=O)NC(=S)NC3=O)c2C)sc2c1CCCC2,3,124,nt,nt,nt,-3,124,-14%,64µM*
Cc1cc(C=C2C(=O)N(C)C(=S)N(C)C2=O)c(C)n1C1CCCCC1,-11,125,nt,nt,nt,11,125,0%,-11%
Clc1ccc2c(N3CCNCC3)ccnc2c1,-8,163,11,77,66,8,163,-3%,11%

# Remaining list, next part
SMILES,NFkB transloc inh,NFkB transloc inh cell count 2 µM,MRP reversal,MRP reversal cytotoxicity,MRP reversal with doxorubicin,IL1B NFkB pot,IL1B NFkB pot cell count 2 µM,Bcl-B TR3 displacers,PLAP inhibitors HTS
CCn1c(=O)cc(OCC(=O)N2CCC3(CC2)OCCO3)c2ccccc21,-2,95,9,92,83,2,95,-8%,-26%
CC(Cc1ccccc1)[n+]1cc(/N=C(\[O-])N(C)C)on1 (stereo unspecified),nt,nt,-5,95,100,nt,nt,8%,8%
Cc1cc(Cl)ccc1OC(C)C(=O)O (stereo unspecified),-3,135,5,94,88,3,135,-2%,9%
CN1C(=O)N(C)C(=O)C2(Sc3ccccc3C2=O)C1=O,-15,193,-10,95,105,15,193,-4%,11%
Cc1nn(C)cc1/C=C1/CC2C3CC=C4CC(O)CCC4(C)C3CCC2(C)C1=O (stereo unspecified),3,120,-32,9,41,-3,120,nt,nt
CC(C)(C)OC(=O)c1c(N)n(Cc2ccco2)c2nc3ccccc3nc12,-16,164,1,53,52,16,164,-60%,-107%
CN(C=O)CP(=O)(O)CN(C)C=O,3,181,0,104,104,-3,181,4%,-11%
COCCNC(=O)c1c(N)n(CCC(C)C)c2nc3ccccc3nc12,9,175,-26,15,41,-9,175,1%,-60%
O=C(C(Cc1ccccc1)NS(=O)(=O)c1ccc(F)cc1)N1CCC2(CC1)OCCO2 (stereo unspecified),-1,72,7,62,55,1,72,-3%,-58%
Cc1cc(Cl)ccc1OCC(=O)N1CCN(C)CC1,-10,211,13,106,94,10,211,-4%,-20%
O=C(NC1(C(F)(F)F)Oc2ccccc2O1)N1CCC2(CC1)OCCO2,-1,95,-26,17,42,1,95,nt,nt
Cc1ccc(S(=O)(=O)N2CC3CC(C2)c2cccc(=O)n2C3)cc1 (stereo unspecified),13,161,-2,93,95,-13,161,-5%,-3%
CCN(CC)S(=O)(=O)c1ccc(N=Cc2c(O)n(-c3ccccc3)c(=O)[nH]c2=O)cc1,-8,192,-2,92,94,9,192,-4%,12%
Cn1c(O)c(C=NC2CC3CCC2(C)C3(C)C)c(=O)[nH]c1=O (stereo unspecified),8,96,-1,86,87,-8,96,-14%,-10%

# 7 consecutive records already listed, for reference:
SMILES,NFkB transloc inh,NFkB transloc inh cell count 2 µM,MRP reversal,MRP reversal cytotoxicity,MRP reversal with doxorubicin,IL1B NFkB pot,IL1B NFkB pot cell count 2 µM,Bcl-B TR3 displacers,PLAP inhibitors HTS
CC(C)(C)OC(=O)c1c(N)n(Cc2ccco2)c2nc3ccccc3nc12,-16,164,1,53,52,16,164,-60%,-107%
CN(C=O)CP(=O)(O)CN(C)C=O,3,181,0,104,104,-3,181,4%,-11%
COCCNC(=O)c1c(N)n(CCC(C)C)c2nc3ccccc3nc12,9,175,-26,15,41,-9,175,1%,-60%
O=C(C(Cc1ccccc1)NS(=O)(=O)c1ccc(F)cc1)N1CCC2(CC1)OCCO2 (stereo unspecified),-1,72,7,62,55,1,72,-3%,-58%
Cc1cc(Cl)ccc1OCC(=O)N1CCN(C)CC1,-10,211,13,106,94,10,211,-4%,-20%
O=C(NC1(C(F)(F)F)Oc2ccccc2O1)N1CCC2(CC1)OCCO2,-1,95,-26,17,42,1,95,nt,nt
Cc1ccc(S(=O)(=O)N2CC3CC(C2)c2cccc(=O)n2C3)cc1 (stereo unspecified),13,161,-2,93,95,-13,161,-5%,-3%
